High-throughput results deposited in PubChem by National Center for Advancing Translational Sciences (NCATS).
ATXN2 expr inh: ATXN2 expression inhibition; HEK-293 ATXN2-luciferase reporter, luminescence, 24 h; Potency, µM (top dose mostly 57 µM), inactives show at the highest dose activity change, negative = inhibition, usual class: inhibitors; hit rate 0.72% among 360,000; AID 1745845; also: potency is read from the fitted curve at half-maximal effect; % is scaled to controls: 0 for no effect and ±100 for the full control effect; nearly all actives have a fitted effect of over 55% in size
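ATXN2-luciferase reporter cells (luciferase flanked by upstream and downstream ATXN2 gene portions) were treated 24 h at 37 °C with compounds at up to 57 uM. SteadyGlo luminescence gave expression; GF-AFC fluorescence gave viability.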
A549 tox: kills or reduces viability of A549 cells in Nrf2 counter-screen | A549 ARE-Fluc cells, CellTiter-Fluor viability, 18-24 h | Potency, µM (highest dose often 46 µM), without a hit: at the top dose activity change, negative = cytotoxicity, usual class: inhibitors | hit rate 0.16% among 390,000 | AID 504648; also: potency is read from the fitted curve at half-maximal effect; % is scaled to controls: 0 for no effect and ±100 for the full control effect
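A549 ARE_Fluc cells in 5% FBS OPTI-MEM were exposed to compounds in concentration-response for 18-24 h at 37 deg C. Viability was read by CellTiter-Fluor fluorescence (Ex 405/Em 525) after 30 min, before the luciferase read.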
TGFb SMAD3 inh: TGF-b pathway inhibition; hit rate 1.2% among 410,000; Potency, µM (titrated, usually from 46.1 µM), for inactives: at the highest dose activity, negative = inhibition, actives largely listed as inhibitors; HepG2 CAGA-GFP TGF-b/SMAD3 reporter, GFP fluorescence, 18 h; TGF-beta stimulated, 500 pg/mL final; also: potency is read from the fitted curve at half-maximal effect; % is scaled to controls: 0 for no effect and ±100 for the full control effect; nearly all actives have a fitted effect of over 65% in size
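HEPG2 CAGA-GFP reporter cells (1000/well, DMEM with 1% FBS) received compounds, then recombinant TGF-beta at 500 pg/mL final for 18 hours at 37 degrees C. Per-cell GFP summed per well was normalised to unstimulated and stimulated DMSO controls before curve fitting.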
S2 tox: reduces viability in counter-screen for ATXN expression inhibitors. S2 cells (HEK-293 line with an ATXN2-luciferase reporter) viability, CellTiter-Fluor protease fluorescence, 24 h. Potency, µM (titrated, usually from 56.7 µM), actives largely listed as cytotoxic. hit rate 0.49% among 400,000; also: potency is read from the fitted curve at half-maximal effect; nearly all actives have a fitted effect of over 40% in size
IL-1B inflam inh: inhibitors of inflammasome signaling (IL-1 beta secretion); activity change, % at 57.5 µM; THP-1 LPS/ATP IL-1B secretion, AlphaLISA, 16 h; stronger effect = lower value; hit rate 4.7% among 360,000; in the data active = activity change below about -50%; inconclusive = mostly about -30% to -49%; also: % is scaled to controls: 0 for no effect and ±100 for the full control effect
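Secreted IL-1B measured by AlphaLISA bead assay after 16 h compound exposure of THP-1 cells; compounds (final up to 57.5 uM) added 1 h before LPS (250 ng/mL) and ATP (1.25 mM) stimulation; lower signal means less secretion.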
Nrf2 inh: inhibitors of Nrf2 signaling; hit rate 2.1% among 360,000; Potency, µM (highest dose often 46 µM), for the others: top-dose activity change, negative = inhibition, hits mostly inhibitors; AID 504444; A549 ARE-Fluc reporter, luciferase luminescence, 18-24 h; also: potency is read from the fitted curve at half-maximal effect; % is scaled to controls: 0 for no effect and ±100 for the full control effect; nearly all actives have a fitted effect of over 60% in size
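Quantitative HTS in A549 cells stably bearing an antioxidant response element-firefly luciferase construct. Inhibition of Nrf2-driven transcription was scored by luminescence after 18-24 h of compound exposure at 37 °C.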
Nrf2 activator: Nrf2 pathway activation | Potency, µM (top dose mostly 46.1 µM), for inactives: at the highest dose activation, hits mostly activators | hit rate 0.31% among 410,000 | AREc32 ARE-luciferase reporter (MCF7-derived line), luminescence, 24 h; also: potency is read from the fitted curve at half-maximal effect; % of control where 0% means no effect; nearly all actives have a fitted effect of over 65% in size
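Reporter line AREc32 (ARE-Fluc), seeded overnight in OPTI-MEM with 5% FBS; compound pin-transferred, 24 hr at 37 deg C, 5% CO2; luminescent read-out.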
HepG2 tox: HepG2 cytotoxicity, counter-screen for TGF-b inhibitors; AID 588856; hit rate 0.76% among 410,000; HepG2 CAGA-GFP viability, ATP luminescence, 18 h; Potency, µM (doses to about 46.1 µM), for inactives: top-dose activity change, negative = cytotoxicity, most hits filed as cytotoxic; also: potency is read from the fitted curve at half-maximal effect; some results filed as inactive show a strong effect at the top dose
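CellTiter-Glo luminescence gave cytotoxicity after 18 hours at 37 degrees C. The cells were HepG2 CAGA-GFP in 1% FBS DMEM, stimulated with 500 pg/mL TGF-beta after compound addition. %Activity was normalised to no-cell wells (complete cell-killing) and DMSO (no toxicity), and curves were fitted and classified.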
MCF10A rerep: DNA re-replication induction in MCF 10a cells. MCF 10A DNA re-replication, Hoechst nuclear intensity, 48 h. Potency, µM (doses to about 46.1 µM), for inactives: top-dose activity, positive = re-replication, most hits filed as activators. hit rate 2.9% among 350,000. AID 624296; also: potency is read from the fitted curve at half-maximal effect; % of control where 0% means no effect; nearly all actives have a fitted effect of over 50% in size
Numbers without * were called inactive; i = inactive; ? = inconclusive; / = no result given; & = joins results of further samples; [ ] = another dose, or the depositor's remark. Unless noted, calls follow the shape of the dose curve; as a rule, active = well fitted curve in the direction sought with a large enough effect; inconclusive = small, poorly fitted or top-dose-only effect, or another doubt; inactive = no such curve, though single readings can be large; an effect the other way counts as inactive or inconclusive.

SMILES	ATXN2 expr inh	A549 tox	TGFb SMAD3 inh	S2 tox	IL-1B inflam inh	Nrf2 inh	Nrf2 activator	HepG2 tox	MCF10A rerep
O=C(CC1(O)C(=O)Nc2cc(Cl)cc(Cl)c21)c1ccccc1O (stereo not given)	?	-13%	?	?	-80*	-27%	16µM*	-87%	15µM*
CCOCCn1c(N2CCN(c3ccc(OC)cc3)CC2)nc2c1c(=O)n(C)c(=O)n2C	-18%	-2%	0%	i	-12	-10%	-0.2%	-8%	-1%
Cc1ccc2c(c1)C(O)(CC(=O)c1cccnc1)C(=O)N2 (stereo not given)	-14%	4%	15%	i	44	/	2.9%	0%	-1%
Cc1c(Cl)cccc1NC(=O)Nc1cc(C(C)(C)C)on1	/	13%	-26%	?	-8	?	-0.2%	-20%	-2%
CSc1ccc(CNC(=O)c2sc3ncnc(N(C)C4CCCCC4)c3c2C)cc1	0%	-10%	-7%	i	/	/	-1.6%	-3%	/
CCOC(=O)/C=C1\SCC(=O)N1CC(=O)NC(c1ccccc1)c1ccccc1	4%	-7%	-9%	i	71	-1%	0.3%	17%	5%
CN(C)CCCNC(=O)C(=O)NCC1OCCN1S(=O)(=O)c1cc(F)ccc1F (stereo not given)	-2%	4%	28%	i	10	0%	0.0%	-12%	13%
Cc1nn2c(-c3ccco3)ccnc2c1-c1ccc(Cl)cc1	16%	-11%	21%	i	/	?	?	-28%	/
Cc1cccc(NC(=O)CCNS(=O)(=O)c2cccc3nonc23)c1C	-7%	4%	-2%	i	-10	-1%	-0.5%	1%	1%
O=C(CCC(=O)NCc1ccccc1)NCc1ccccc1	/	-4%	4%	i	23	6%	-0.3%	-2%	3%
COc1ccc(CCNC(=O)CCNS(=O)(=O)c2cccc3nsnc23)cc1OC	-5%	0%	3%	i	2	10%	0.1%	-10%	-1%
COCCn1c(=O)c2c(nc3n2CC(C)CN3CCc2ccccc2)n(C)c1=O (stereo not given)	-32%	4%	-5%	i	29	-16%	0.4%	-9%	-5%

A second format for some results above.
CN(C)CCCNC(=O)C(=O)NCC1OCCN1S(=O)(=O)c1cc(F)ccc1F (stereo not given)
- ATXN2 expr inh: -2%
- A549 tox: 4%
- TGFb SMAD3 inh: 28%
- S2 tox: i
- IL-1B inflam inh: 10
- Nrf2 inh: 0%
- Nrf2 activator: 0.0%
- HepG2 tox: -12%
- MCF10A rerep: 13%

CCOC(=O)/C=C1\SCC(=O)N1CC(=O)NC(c1ccccc1)c1ccccc1
- ATXN2 expr inh: 4%
- A549 tox: -7%
- TGFb SMAD3 inh: -9%
- S2 tox: i
- IL-1B inflam inh: 71
- Nrf2 inh: -1%
- Nrf2 activator: 0.3%
- HepG2 tox: 17%
- MCF10A rerep: 5%

The list goes on:
SMILES	ATXN2 expr inh	A549 tox	TGFb SMAD3 inh	S2 tox	IL-1B inflam inh	Nrf2 inh	Nrf2 activator	HepG2 tox	MCF10A rerep
Cc1cc(OCCCCCn2ccnc2)cc(C)c1Cl	?	1%	?	i	-13	-18%	3.6%	-45%	14%
CCOc1ccccc1Nc1nnc(SCc2nnc(-c3cc(OC)c(OC)c(OC)c3)o2)s1	-10%	?	2%	i	?	16µM*	5.9%	-20%	?
O=C(O)CSc1nc(-c2ccccc2)cc(=O)[nH]1	3%	-1%	13%	i	-1	-6%	-0.7%	-11%	-8%
Cc1c(NC(=O)CSc2nncc3ccccc23)c(=O)n(-c2ccccc2)n1C	3%	-9%	?	i	-9	?	0.0%	10%	15%
CCOC(=O)/C(=N\Nc1cc(C(F)(F)F)ccc1Cl)N(CC)CC	-16%	/	-2%	i	47	29%	0.1%	-23%	2%
COc1cccc(C(=O)NCc2nc(-c3ccccc3)no2)c1OC	-6%	0%	-17%	i	/	0%	-0.4%	-25%	/
COc1cccc2cc(-c3n[nH]c(=S)n3C)oc12	-1%	-5%	?	i	1	-13%	0.1%	2%	-1%
COc1ccc(C2CC(=O)C=C(NCCC(C)C)C2)cc1 (stereo not given)	-9%	-4%	4%	i	-21	3%	-0.1%	-4%	1%
N#Cc1c(NC(=O)c2ccc(N3CCOCC3)c([N+](=O)[O-])c2)sc2c1CCCC2	22%	-4%	6%	?	0	0%	-0.2%	-27%	0%
O=C(NCc1ccco1)Nc1cccc([N+](=O)[O-])c1	25%	-6%	-15%	i	-3	21%	?	16%	12%
COCCN1C[C@@H](CO)O[C@@H](n2cnc3c(N4CCCC4)ncnc32)C1	8%	/	12%	i	-13	/	0.2%	-2%	/
CCOCCCNc1nc(C(F)(F)F)nc2c1nnn2Cc1ccccc1Cl	/	-8%	-17%	i	-20	?	5.7%	-99%	8%
COc1cc(S(=O)(=O)N(Cc2cccs2)C2CC2)ccc1-n1cnnn1	-1%	1%	?	i	0	-5%	0.5%	-20%	-2%
O=C(CSc1nc2[nH]ncc2c(=O)[nH]1)Nc1ccccc1	/	0%	1%	i	-1	-7%	1.2%	1%	-1%
CCCCOc1ccc(Cc2cnc(N)nc2N)cc1	-7%	8%	-1%	i	-55*	-5%	-0.7%	-32%	?
O=C(COC(=O)CCNS(=O)(=O)c1ccccc1)NC(=O)Cc1ccccc1	7%	0%	5%	i	22	-4%	-0.5%	-8%	-1%
COc1ccc(Br)cc1C(=O)Nc1ccc(NC(=O)c2ccco2)cc1	-3%	-1%	-21%	i	-1	?	-0.9%	-17%	?
Cc1ccc(-n2nc(C(=O)O)cc2-c2ccc(Cl)cc2)cc1	-4%[11.3 µM]	-8%	2%	i	20	-18%	0.6%	14%	-3%
CCOC(=O)c1sc(NC(=O)CN2C(=O)C3CC=CCC3C2=O)nc1C (stereo not given)	4%	3%	4%	i	-2	3%	-0.2%	0%	1%
OC(CN1CCCCC1)CN(c1ccccc1)c1ccccc1 (stereo not given)	-12%	13%	-4%	i	-19	/	0.1%	1%	2%
CN(C)S(=O)(=O)c1ccc(NS(=O)(=O)/C=C/c2ccccc2)cc1	-22%	-1%	-2%	?	-13	5%	0.3%	-13%	-1%
CC(=O)c1sc(NC(=O)COc2ccc(Cl)cc2Cl)nc1C	/	1%	-5%	i	6	?	2.4%	10%	3%
O=C(/C=C/c1ccc(Cl)cc1)N1CCN(CCN2C(=O)c3cccc4cccc(c34)C2=O)CC1	-5%	0%	4%	i	0	-6%	0.2%	-5%	0%
COC(=O)c1cn(NC(=O)c2cccc(F)c2)c(=O)c2ccccc12	3%	-1%	20%	?	12	-4%	-0.5%	-17%	0%
Cc1nn(-c2ccccc2)c(N)c1N=Nc1ccccc1	163%[activator]	-11%	-25%	?	-68*	?	5.4%	-27%	?
CCN1CCN(c2ccc(S(=O)(=O)N3CCOCC3)cc2NC(=O)/C=C/c2ccc(OC)c(OC)c2)CC1	10%	0%	18%	i	?	1%	4.6%	5%	-6%
COCCNC(=O)C1(C)CCCN(C(=O)COc2ccccc2)C1 (stereo not given)	10%	/	14%	i	-85*	/	-0.1%	-10%	/
O=C(CN1C(=O)CSC1=O)c1ccccc1	6%	10%	-12%	i	-6	15%	-0.4%	3%	14%
CC(C)CN1CCC(=O)N(CCN=[N+]=[N-])CC1	1%	6%	3%&1%	i	14	3%	0.4%	-35%&17%	-2%
CCC(C)NC(=S)N1CCN(C)CC1 (stereo not given)	-17%	0%	17%	i	-1	-11%	0.0%	1%	1%
COc1ccc(NC(=O)C2=C(C)Nc3ncnn3C2c2sccc2C)cc1 (stereo not given)	2%	0%	33%[activator]	i	/	/	-1.1%	9%	/
CCN1CCCC1CNC(=O)c1ccc2c(c1)NC(=O)/C(=C\c1ccccc1Cl)S2 (stereo not given)	/	/	?	i	?	/	-0.9%	-96%	/
CC(C)[C@H](NC(=O)c1ccccc1)C(=O)OCC(=O)N1CCCCCC1	2%	-4%	0%	i	13	0%	0.5%	-1%	-4%
Cc1[nH]c(=O)c(C#N)c(C)c1CSc1ncccn1	-29%	1%	13%	i	2	-15%	-0.2%	-15%	-1%
COc1cc2ccccc2cc1C(=O)N1CC(C)OC(C)C1 (stereo not given)	1%	-3%	0%	i	22	12%	-0.9%	-9%	3%
Cc1cccc(N(CC(=O)N2CCN(C)CC2)S(=O)(=O)c2ccccc2)c1	-3%	1%	-11%	i	-6	-6%	-0.2%	-4%	-3%
Cc1cc(C)c2sc(NC(=O)C3CC3)nc2c1	26%	-13%	2%	i	-1	1%	9.9%	-14%	14%
CCN(CC)c1ccc(CN(C(=O)Cc2coc3ccc(C)cc23)C2CCS(=O)(=O)C2)cc1 (stereo not given)	-14%	-19%	?	?	/	-67%	2.9%	-27%	/
Cc1c(OCC(=O)C(C)(C)C)ccc2c3c(c(=O)oc12)CCCC3	-8%	0%	-3%	?	-2	1%	0.2%	7%	-9%
Cc1ccccc1NC1=C(Cl)C(=O)OC1NC(=O)c1ccccc1 (stereo not given)	1%	-7%	-11%	i	-16	4%	-0.1%	-15%	-2%
CCOc1ccc(CNC23CN4CN(CN(C4)C2)C3)cc1	0%	1%	6%	i	6	-6%	-0.1%	2%	-10%
O=C(NCCN1CCOCC1)c1ccc(Cl)c(S(=O)(=O)NCc2ccccc2)c1	/	21%	-7%	i	-2	-4%	-1.0%	-16%	14%
Cc1c(Br)cc(C(=O)NCCCN2CCOCC2)c(C)c1C	-15%	-7%	13%	i	15	2%	-0.7%	-5%	14%
COc1cc(C2C3=C(COC3=O)Oc3cc4c(cc32)OCO4)ccc1O (stereo not given)	-9%	-7%	13µM*	?	28	18%	-0.6%	-4%	?
O=C(O)/C=C/C(=O)NC1CCS(=O)(=O)C1 (stereo not given)	-5%	3%	7%	i	8	-3%	-0.8%	2%	11%

The order is random; 8.8% or so of the library scored in one or more.
